Screening results: PubChem BioAssay, National Center for Advancing Translational Sciences (NCATS)
IP6K1 inh = blocks human inositol hexakisphosphate kinase 1 | Q92551 | activity change, % (series mostly up to about 58 µM) | IP6K1 kinase, ADP-Glo luminescence, 2 h; active compounds read low | 0.81% of 140,000 active; in the data active means activity change below about -25%
Target sequence (Q92551 whole entry, looked up): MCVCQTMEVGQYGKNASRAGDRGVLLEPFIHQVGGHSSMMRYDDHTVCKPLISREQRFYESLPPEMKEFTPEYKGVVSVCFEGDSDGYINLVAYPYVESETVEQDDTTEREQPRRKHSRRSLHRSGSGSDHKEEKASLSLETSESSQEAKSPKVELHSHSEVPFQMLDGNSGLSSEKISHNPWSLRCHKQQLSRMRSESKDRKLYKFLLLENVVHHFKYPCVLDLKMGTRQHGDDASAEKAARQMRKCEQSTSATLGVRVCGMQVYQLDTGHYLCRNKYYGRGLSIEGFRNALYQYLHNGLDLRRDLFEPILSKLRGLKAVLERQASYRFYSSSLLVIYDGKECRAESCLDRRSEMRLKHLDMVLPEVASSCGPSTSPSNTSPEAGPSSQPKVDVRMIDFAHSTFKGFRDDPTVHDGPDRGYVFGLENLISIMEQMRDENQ
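ADP-Glo luminescence measures ADP made by human IP6K1 during a 2 h RT reaction with ATP/IP6 (mix at 1.3 mM/130 uM); top library doses 57.5 and 19.1 uM final.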
GPT2 inhibitor = blocks human glutamate pyruvate transaminase 2 | Q8TD30 | Recombinant GPT2, coupled pyruvate oxidase/HRP Amplex Red fluorescence | 0.25% of 100,000 active | Potency, µM (highest dose often 57.7 µM), without a hit: at the top dose activity change, negative = inhibition, actives largely listed as inhibitors | AID 1671188; further: potency means the concentration at half of the fitted maximal effect; nearly all actives have a fitted effect of over 60% in size; many of its hits are not listed in these tables
Target sequence (Q8TD30 whole entry, looked up): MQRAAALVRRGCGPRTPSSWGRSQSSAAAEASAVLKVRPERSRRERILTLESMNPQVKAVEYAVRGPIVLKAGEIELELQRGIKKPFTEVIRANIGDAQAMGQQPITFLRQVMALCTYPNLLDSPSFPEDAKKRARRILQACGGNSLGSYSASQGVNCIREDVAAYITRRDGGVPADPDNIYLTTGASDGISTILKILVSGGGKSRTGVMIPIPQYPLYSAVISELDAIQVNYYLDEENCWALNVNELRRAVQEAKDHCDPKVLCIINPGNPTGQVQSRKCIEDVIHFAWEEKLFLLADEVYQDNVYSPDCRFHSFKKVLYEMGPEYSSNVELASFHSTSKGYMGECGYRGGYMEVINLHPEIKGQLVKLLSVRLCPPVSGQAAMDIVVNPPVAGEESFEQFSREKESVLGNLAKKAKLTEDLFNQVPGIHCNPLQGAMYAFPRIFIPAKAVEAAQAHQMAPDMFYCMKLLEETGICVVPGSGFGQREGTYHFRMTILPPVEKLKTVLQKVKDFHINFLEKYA
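Fluorescence read-out: pyruvate from GPT2 turnover coupled to pyruvate oxidase, HRP and Amplex Red (0.2mM ThPP, 0.2U/mL PO and HRP, 50uM Amplex final). Substrates 250uM a-KG, 2mM L-alanine; enzyme 10ng/uL; 30 min RT.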
SNCA viab count = reduces viability of HEK-293 SNCA reporter cells. HEK-293-SNCA-luc viability, GF-AFC fluorescence, 24 h. Potency, µM (titrated, usually from 57.1 µM), for inactives: top-dose activity change, negative = cytotoxicity, most hits filed as cytotoxic. 0.12% of 150,000 active;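 further: potency means the concentration at half of the fitted maximal effect; 0% = DMSO-treated cells and -100% = medium-only wells without cells; nearly all actives have a fitted effect of over 30% in size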
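HEK-293-SNCA-luc cells (1500/well) plated 24 h, then exposed 24 h to a dilution series; GF-AFC added 30 min at 37C, fluorescence 405/540 nm; normalised to medium-only and DMSO wells, Hill fit.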
SNCA expr inhib = SNCA gene expression inhibition; HEK-293 SNCA-luciferase knock-in, luminescence, 24 h; Potency, µM (top dose mostly 57.2 µM), for inactives: at the highest dose activity change, negative = inhibition, actives largely listed as inhibitors; 0.17% of 140,000 active;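 further: potency means the concentration at half of the fitted maximal effect; plate controls were DMSO cells for no effect and cell-free wells for full effect; nearly all actives have a fitted effect of over 45% in size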
Luciferase inh = Photinus pyralis luciferase inhibition. P08659. purified P. pyralis luciferase, luminescence, biochemical. Potency, µM (series often up to 115 µM), without a hit: at the highest dose activity change, negative = inhibition, usual class: inhibitors. 2.5% of 76,000 active. AID 1347043; further: potency means the concentration at half of the fitted maximal effect; nearly all actives have a fitted effect of over 65% in size
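Purified 10nM P. pyralis luciferase with 10uM D-luciferin and 10uM ATP in 50mM Tris acetate pH 7.5, 10mM Mg acetate, 0.01% Tween-20, 0.05% BSA. qHTS titration; luminescence read by CCD imager.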
NIH3T3 tox = NIH 3T3 cell cytotoxicity; NIH 3T3 viability, CellTiter-Glo ATP luminescence, 48-72 h; Potency, µM (doses to about 96.7 µM), for the others: top-dose activity change, negative = cytotoxicity, hits mostly inhibitors; 4.3% of 94,000 active; further: potency means the concentration at half of the fitted maximal effect; nearly all actives have a fitted effect of over 55% in size
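Cytotoxicity is measured as loss of cellular ATP: NIH 3T3 cells (400/well) are exposed to compound for 48 or 72 hr at 37 °C, then CellTiter-Glo luminescence is imaged after 10 min at room temperature.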
HEK293 tox = cytotoxic compounds in HEK 293 cells; HEK 293 viability, ATP luminescence (CellTiter-Glo), 48-72 h; Potency, µM (titrated, usually from 115 µM), for the others: at the top dose activity change, negative = cytotoxicity, most hits filed as inhibitors; 6.6% of 94,000 active; AID 1345083; further: potency means the concentration at half of the fitted maximal effect; nearly all actives have a fitted effect of over 60% in size
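HEK 293 cells at 250 cells/well were exposed to compounds by pintool transfer for 48 or 72 hr at 37 degree Celsius, 5% CO2. Viability was read as ATP-coupled luminescence with CellTiter-Glo after 10 min at room temperature.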
Starred values were filed as active, the others as inactive; i = inactive; u = inconclusive; x = not tested or not shown; [ ] = remark or other dose. Unless noted, the call rests on the fitted dose curve; in most records, active means well fitted curve in the direction sought with a large enough effect; inconclusive means small, poorly fitted or top-dose-only effect, or another doubt; inactive means no such curve, though single readings can be large; an effect the other way counts as inactive or inconclusive. Unless noted, on the % scale 0 is the no-effect control and ±100 the full control effect.

Below each compound – SNCA expr inhib, Luciferase inh, NIH3T3 tox, GPT2 inhibitor, IP6K1 inh, HEK293 tox, SNCA viab count
#1 CC(=O)Nc1ccc2nc(-c3cc(C)ccc3C)[nH]c2c1
    29%, x, x, x, -7, x, -4%
#2 CCOc1ccc(C(=O)Nc2ccc3ncnc(N4CCCCC4)c3c2)cc1
    u, -25%, u, 5%, 11, u, u
#3 CCNC(=O)N1CCOc2ccc(CCC(=O)NC3CCS(=O)(=O)C3)cc2C1 (stereo not drawn)
    2%, 7%, i, i, -12, 0%, -6%[12.5 µM]
#4 COc1ccc(CN2CCC(C3CCN(S(C)(=O)=O)CC3)C2)cc1OC (stereo not drawn)
    4%, 0%, 5%, i, 16, 2%, -10%[12.5 µM]
#5 O=C(c1ccco1)N1CCc2nn(Cc3ccccc3)c(=O)n2CC1
    5%, -5%, -19%, i, -9, -1%, 14%
#6 O=C(NCC(=O)N1CCC(c2ccccc2)CC1)c1ccc(-c2cnc3ccccc3c2)cc1
    -16%, x, -12%, i, 3, -2%, 0%
#7 CC(C)NC(=O)c1nc(-c2ccc(F)cc2)c2ccccn12
    3%[87.6 µM], 0%[172 µM], u, i, 6, u, 7%[87.6 µM]
#8 CN(C)C(=O)NC1CCN(c2nccc(Nc3ccccc3Cl)n2)CC1
    -5%, x, 28µM*, i, 1, 45µM*, 4%
#9 O=C(NC1CCCc2c1[nH]c1ccc(Cl)cc21)c1ccco1 (stereo not drawn)
    u, -10%, u, 1%, 12, -84%, -12%
#10 COCc1nc(C2CCN(C(=O)COc3ccc(F)cc3)C2)no1 (stereo not drawn)
    u, -10%, -14%, i, -5, -13%, 4%
#11 Cn1ccc2c(C(=O)NCCc3cnc[nH]3)nc(-c3cccc(C(F)(F)F)c3)cc21
    u, 4%[172 µM], 35µM*, -9%[88.5 µM], -21, 40µM*, u
#12 COc1cccc(CNC(=O)Cn2cccc2C(=O)c2ccccc2)c1
    60%[activator], x, x, x, 1, x, 8%
#13 COc1cc(NC(=O)c2nnn(Cc3ccc(F)cc3)c2N)cc(OC)c1
    -18%, x, x, x, -4, x, u
#14 Cc1cn(C)c(CC(=O)N2CCN(c3ccc(F)cc3)CC2)c1C(=O)O
    34%[activator], x, x, x, -10, x, 18%
#15 COc1ccccc1NC(=O)C1=C(C)Nc2ncnn2C1c1cccn1C (stereo not drawn)
    3%, x, x, x, 4, x, 3%
#16 CCNC(=O)[C@@H]1C[C@H](n2cc(CN(C)C(=O)NC3CCCCC3)nn2)CN1
    -43%, 11%, 0%, 5%, 7, -4%, u
#17 CC(Nc1ccc(-c2nc(CCCc3ccccc3)no2)cn1)c1cnn(C)c1 (stereo not drawn)
    142%[activator], 16µM*, u, i[11.5 µM], 15, u, -4%
#18 COc1cc(C2c3c(oc4ccc(C)cc4c3=O)C(=O)N2Cc2ccc(F)cc2)ccc1O (stereo not drawn)
    3%, x, x, x, 8, x, 0%
#19 COc1cccc(CC(=O)N2CCCCCCNC(=O)[C@H]3CCCC[C@H]32)c1
    -14%, 4%, -17%, -7%, -10, -3%, -6%
#20 CCOC(=O)C1c2c(OC)ccc3c2C(=CC(C)(C)CO3)CN1C(C)=O (stereo not drawn)
    x, x, -32%, x, 7, u, x
#21 Cc1cccc(CN2CCCOCCNC(=O)[C@@H]3CCCC[C@@H]32)c1
    -1%, 5%, -4%, i, 0, -11%, -5%
#22 CCOC(=O)C1CCN(C(=O)c2coc(COc3cccc(F)c3)n2)CC1
    -10%, 11%, u, i, 6, -1%, 3%
#23 COC1CN(c2cccc(F)c2)C12CCN(C1CCOCC1)CC2 (stereo not drawn)
    11%, -13%, -18%, i, 0, -6%, -5%
#24 Cn1c2c(c3cc(F)ccc31)CN(C(=O)Nc1ccc(Cl)cc1)CC2
    98%[activator], 25µM*, 28µM*, u, 5, u, 3%
#25 COc1ccccc1NC(=O)c1cc(-c2ccccc2C(F)(F)F)nc2c1cnn2C
    x, x, u, x, -7, 45µM*, x
#26 O=C(Nc1ccc(Br)c(F)c1)c1cnc(-c2ccccc2)nc1-c1ccncc1
    -26%, 17%, 25µM*, -16%, 2, 32µM*, u
#27 CC(=O)OCc1cnc(C)c2oc(=O)c(C(=O)Nc3cc(F)ccc3C)cc12
    6%, x, x, x, 6, x, u
#28 CN(C)c1ccc(CN2CCn3c(nnc3-c3ccc(Cl)cc3)C2)cc1
    -7%, x, -28%, i, 6, u, 4%
#29 C=CC(C)(O)CC/C=C(\C)C(=O)O[C@@H]1[C@@H](O)[C@H](OC(C)(C=C)CC/C=C(\C)C(=O)O[C@@H]2O[C@H](CO)[C@@H](O)[C@H](O)[C@H]2O)O[C@H](CO)[C@H]1OC(=O)/C(C)=C/CCC(C)(O)C=C (stereo partly drawn)
    x, x, x, -4%[17.1 µM], -3, x, -5%[12.5 µM]
#30 O=C1CC(NCc2cc(F)ccc2-n2cccn2)CN1Cc1cccc(F)c1 (stereo not drawn)
    -1%, 3%, 0%, u, -2, i, -4%

Excerpt, entries 1–13
Below each compound – SNCA expr inhib, Luciferase inh, NIH3T3 tox, GPT2 inhibitor, IP6K1 inh, HEK293 tox, SNCA viab count
#1 CC(=O)Nc1ccc2nc(-c3cc(C)ccc3C)[nH]c2c1
    29%, x, x, x, -7, x, -4%
#2 CCOc1ccc(C(=O)Nc2ccc3ncnc(N4CCCCC4)c3c2)cc1
    u, -25%, u, 5%, 11, u, u
#3 CCNC(=O)N1CCOc2ccc(CCC(=O)NC3CCS(=O)(=O)C3)cc2C1 (stereo not drawn)
    2%, 7%, i, i, -12, 0%, -6%[12.5 µM]
#4 COc1ccc(CN2CCC(C3CCN(S(C)(=O)=O)CC3)C2)cc1OC (stereo not drawn)
    4%, 0%, 5%, i, 16, 2%, -10%[12.5 µM]
#5 O=C(c1ccco1)N1CCc2nn(Cc3ccccc3)c(=O)n2CC1
    5%, -5%, -19%, i, -9, -1%, 14%
#6 O=C(NCC(=O)N1CCC(c2ccccc2)CC1)c1ccc(-c2cnc3ccccc3c2)cc1
    -16%, x, -12%, i, 3, -2%, 0%
#7 CC(C)NC(=O)c1nc(-c2ccc(F)cc2)c2ccccn12
    3%[87.6 µM], 0%[172 µM], u, i, 6, u, 7%[87.6 µM]
#8 CN(C)C(=O)NC1CCN(c2nccc(Nc3ccccc3Cl)n2)CC1
    -5%, x, 28µM*, i, 1, 45µM*, 4%
#9 O=C(NC1CCCc2c1[nH]c1ccc(Cl)cc21)c1ccco1 (stereo not drawn)
    u, -10%, u, 1%, 12, -84%, -12%
#10 COCc1nc(C2CCN(C(=O)COc3ccc(F)cc3)C2)no1 (stereo not drawn)
    u, -10%, -14%, i, -5, -13%, 4%
#11 Cn1ccc2c(C(=O)NCCc3cnc[nH]3)nc(-c3cccc(C(F)(F)F)c3)cc21
    u, 4%[172 µM], 35µM*, -9%[88.5 µM], -21, 40µM*, u
#12 COc1cccc(CNC(=O)Cn2cccc2C(=O)c2ccccc2)c1
    60%[activator], x, x, x, 1, x, 8%
#13 COc1cc(NC(=O)c2nnn(Cc3ccc(F)cc3)c2N)cc(OC)c1
    -18%, x, x, x, -4, x, u

Next part:
Below each compound – SNCA expr inhib, Luciferase inh, NIH3T3 tox, GPT2 inhibitor, IP6K1 inh, HEK293 tox, SNCA viab count
#31 Cn1nc(C(=O)N2CCCC(CNC(=O)c3ccc(-c4ccccc4)cc3)C2)ccc1=O (stereo not drawn)
    u, u, u, -5%, -1, u, -7%
#32 CNC(=O)[C@H]1C[C@H](Oc2ccccc2)CN1C(=O)CCc1ccccc1
    142%[activator], u, -14%, i, 7, -7%, -21%
#33 CCc1nn(CC(=O)N2CCN(c3ccc(Cl)cc3)CC2)c(=O)c2cc3occc3n12
    -1%, x, x, x, -12, x, 1%
#34 Cc1cnc(-c2cccnc2)n1CC1CCN(C(=O)Cc2ccccc2)CC1
    -11%, 2%, -7%, i, 19, 1%, 4%
#35 COCC(=O)N[C@H]1CC[C@]2(C)CC[C@@H]([C@H](C)C(=O)NCc3ccccn3)[C@H](O)[C@H]2[C@@H]1C
    1%[87.6 µM], -12%[172 µM], u, i, -15, -8%[172 µM], 1%[87.6 µM]
#36 C=C1CCC2C(C)(C)C(O)CCC2(C)C1CCC(C)CCOC(C)=O (stereo not drawn)
    x, x, x, i, 1, x, u
#37 Cc1ncc(CO)c2c1Oc1nc(-c3ccccc3F)nc(SCC(=O)N3CCCCC3)c1C2
    -8%, x, x, x, -10, x, -9%
#38 CN(C)c1ccc(C(=O)Nc2c(C(=O)NC(C)(C)C)oc3ccccc23)cc1
    -22%, x, x, x, -6, x, -11%
#39 COc1ccc(C(=O)Nc2ccc3n(c2=O)C[C@H]2C[C@@H]3CN(C(=O)CCCC(=O)O)C2)cc1
    -5%, 13µM*, 1%, 3%, -1, 3%, 0%
#40 Cc1ccc(C2Cn3nnc(C(=O)N4CCN(C(=O)c5ccccc5F)CC4)c3CO2)cc1 (stereo not drawn)
    -6%, -14%, -21%, i, -21, u, 10%
#41 CCOc1ccccc1CN1CCCN(S(=O)(=O)c2ccccc2)CCC(=O)NCC1
    11%, 3%, u, u, -2, u, -14%
#42 CCOC(=O)c1ccc(NC(=O)Nc2cc3c(cc2N2CCCC2)n(C)c(=O)n3C)cc1
    -6%, x, x, x, -1, x, -6%
#43 CC(C)CCCC1CN(C(=O)CN2CCCC2=O)CCO1 (stereo not drawn)
    -8%, -5%, 2%, -10%, 5, 1%, 8%
#44 CC1(C)CC[C@]23CO[C@@]4(CCC5[C@@]6(C)CC[C@H](O[C@@H]7OC[C@H](O[C@@H]8O[C@H](CO)[C@@H](O)[C@H](O)[C@H]8O[C@@H]8OC[C@@H](O)[C@H](O)[C@H]8O)[C@H](O)[C@H]7O[C@@H]7O[C@H](CO)[C@@H](O)[C@H](O)[C@H]7O)[C@@](C)(CO)C6CC[C@@]5(C)[C@]4(C)C[C@H]2O)[C@@H]3C1 (stereo partly drawn)
    x, x, x, i, -9, x, u
#45 Cc1cn2c(=O)c(S(=O)(=O)Nc3ccc(F)cc3F)c(C)nc2s1
    3%, x, x, x, -13, x, 2%
#46 COc1ccc(-c2c(C)c3ccc(O)c(CN4CCC(C)CC4)c3oc2=O)cc1OC
    -1%, x, x, x, 14, x, u

A portion of the library; count on the stated rates, not on these rows.
